VLA-4 inh: inhibition in a human VLA-4 binding assay | P13612 | VLA-4 expressing cells, ligand binding flow cytometry | inhibition, % (about 7 µM as worked out from the volumes in the protocol) | hit rate 0.2% among 330,000 | AID 2557; in the data active means inhibition above about 50%
procasp3 activ: activators of human procaspase-3 | AID 463141 | hit rate 0.11% among 330,000 | recombinant procaspase-3 D3A, Ac-DEVD-pNA absorbance 405 nm | activation, % at 8.5 µM;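 active means activation above the mean of all tested compounds plus 3 SD, cut at about 21% in these data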;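 further: 0% = DMSO alone and 100% = DMSO wells spiked with extra 5 µM PC-3 D3A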
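Evaluation: percent activation relative to control range; Material: Procaspase-3 D3A mutant, all three cleavage aspartates alanine; Compound: single dose, 8.5 µM nominal compound, 0.8% DMSO; Replication: one well per compound; Signal: absorbance at 405 nm, 0 and 120 min; Schedule: 1 h preincubation plus 2 h reaction at 25 °C.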
Fh CTSL1 inh: counter-screen for PFM18AAP inhibitors: inhibitors of F. hepatica cathepsin L1 | inhibition, % at 5.96 µM | hit rate 0.49% among 300,000 | recombinant F. hepatica cathepsin L1, Z-Leu-Arg-MCA fluorescence | AID 1906;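 active means inhibition above the mean of all tested compounds plus 3 SD, set per screening campaign, cut at about 17% in these data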;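 further: 0% = plate median of test compound wells and 100% = 1 µM Z-Phe-Ala-diazomethylketone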
GRK2 inh: human GRK2 inhibition via aptamer displacement; inhibition of aptamer binding, % at 10 µM; hit rate 0.59% among 330,000; P25098; bead flow cytometry, FAM-aptamer displacement from GRK2;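 active means inhibition of aptamer binding above 40%, roughly 3 SD of noise, on plates passing a quality check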;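 further: median bead fluorescence of bound FAM aptamer so fluorescent compounds give negative values; no value below 0 was filed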
Target sequence (P25098 whole entry, looked up): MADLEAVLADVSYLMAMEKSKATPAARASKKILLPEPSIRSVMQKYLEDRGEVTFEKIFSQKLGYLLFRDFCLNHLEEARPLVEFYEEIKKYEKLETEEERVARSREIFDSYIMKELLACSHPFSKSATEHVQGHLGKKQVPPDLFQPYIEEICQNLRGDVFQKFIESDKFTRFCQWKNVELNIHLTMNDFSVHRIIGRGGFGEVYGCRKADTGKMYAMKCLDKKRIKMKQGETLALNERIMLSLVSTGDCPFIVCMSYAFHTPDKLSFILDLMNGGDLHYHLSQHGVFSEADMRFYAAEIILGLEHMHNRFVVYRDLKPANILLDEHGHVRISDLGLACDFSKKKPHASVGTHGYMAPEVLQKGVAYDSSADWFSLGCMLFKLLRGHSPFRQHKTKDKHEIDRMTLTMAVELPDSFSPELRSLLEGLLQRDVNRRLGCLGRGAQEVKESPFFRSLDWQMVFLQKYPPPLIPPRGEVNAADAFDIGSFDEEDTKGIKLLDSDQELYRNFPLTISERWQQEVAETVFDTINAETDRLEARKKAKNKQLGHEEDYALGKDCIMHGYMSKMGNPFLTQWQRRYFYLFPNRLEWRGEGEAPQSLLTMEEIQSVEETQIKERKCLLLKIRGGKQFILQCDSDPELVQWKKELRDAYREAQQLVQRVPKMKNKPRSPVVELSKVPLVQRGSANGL
PP1 counter: counter-screen for PP5 inhibitors: inhibitors of human PP1-alpha; P62136; hit rate 0.9% among 320,000; inhibition, % at 6.7 µM; purified PP1alpha, OMFP fluorescence; AID 2235;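 active means inhibition above the mean inhibition of all tested compounds plus 3 SD, computed separately for each screening campaign, cut at about 15% in these data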
GASC-1 inh: blocks human GASC-1 demethylase activity; Q9H3R0; GST-JMJD2C(1-420) H3K9me3 demethylation, DELFIA europium; inhibition, % at 2.35 µM; hit rate 0.069% among 330,000; AID 2099;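 active means more than half of a compound's replicate wells show inhibition beyond 50%, single wells judged on their own value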;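 further: signal counts dimethyl H3K9 product captured on neutravidin plate; 0% = median of DMSO wells and 100% = 0.3 times that DMSO median; strong numbers were not always called active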
PP5 primary: PP5 (human) phosphatase inhibition; P53041; purified PP5c, OMFP substrate fluorescence; inhibition, % at 6.7 µM; hit rate 0.18% among 320,000; AID 1987;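 active means inhibition above the campaign's mean inhibition across all tested compounds plus 3 SD, cut at about 9.5% in these data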;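 further: 0% = DMSO only and 100% = 100 µM cantharidin control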
procasp7 counter: counter-screen for procaspase-3 activators: activators of human procaspase-7; AID 463210; recombinant procaspase-7, Ac-DEVD-pNA absorbance 405 nm; D23A/D198A/D206A triple mutant, cannot self-cleave; scale: DMSO 0, 5 µM enzyme 100; activation, % at 8.5 µM; hit rate 0.093% among 330,000;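 active means percent activation above the screen-wide mean plus 3 SD, cut at about 25% in these data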
Target sequence (P55210 whole entry D23A/D198A/D206A): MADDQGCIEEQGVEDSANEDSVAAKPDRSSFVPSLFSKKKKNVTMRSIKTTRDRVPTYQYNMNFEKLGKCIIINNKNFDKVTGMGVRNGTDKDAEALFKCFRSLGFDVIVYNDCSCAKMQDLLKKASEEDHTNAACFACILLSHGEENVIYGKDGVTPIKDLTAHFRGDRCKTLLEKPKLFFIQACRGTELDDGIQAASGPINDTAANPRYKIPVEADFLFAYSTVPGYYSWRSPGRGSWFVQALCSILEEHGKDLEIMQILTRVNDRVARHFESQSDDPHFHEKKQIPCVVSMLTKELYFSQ
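Test system: Procaspase-7 triple mutant (PC-7 D3A). Also added: Ac-DEVD-pNA substrate, 400 µM as added. Schedule: 1 h enzyme–compound preincubation and 2 h substrate reaction, both 25 °C. Signal: p-Nitroaniline absorbance at 405 nm, read at 0 and 120 min. Control set: low DMSO alone, high DMSO plus 5 µM PC-7.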
HCV core dimer: HCV core protein dimerization inhibition. TR-FRET GST/Flag-core106 dimerization, 1536-well. inhibition, % at 5 µM. hit rate 0.33% among 300,000. AID 1899;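 active means inhibition above the mean of all tested compounds plus 3 SD, set per screening campaign, cut at about 45% in these data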
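System – GST-tagged and Flag-tagged HCV core protein residues 1-106 · Repeats – one well for each compound · Technique – TR-FRET 671 and 617 nm emission · Doses – one concentration, 5 µM, in 0.5% DMSO · Times – 4 h, 22.5 °C incubation · Also added – Eu donor and XL665 acceptor anti-tag antibodies · Measure – percent inhibition of core106 dimerization signal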
* hit, by the source's call; i = inactive; . = no result given.

Under each structure – PP1 counter	Fh CTSL1 inh	procasp7 counter	PP5 primary	procasp3 activ	GASC-1 inh	GRK2 inh	HCV core dimer	VLA-4 inh
CC1CCN(C(=O)CCNC(=O)Cn2cnc3sc4c(c3c2=O)CCCC4)CC1
→ -3	-2	12	0.9	6	1	1	-1	11
CC(Oc1cc2oc(=O)c3c(c2cc1Cl)CCCC3)C(=O)NCc1ccccn1 (stereo not drawn)
→ -1	3	9	2.5	2	3	0	-2	-136
C=CCNC(=O)CCCOc1cc(C)ccc1C
→ -3	-1	-1	-1.4	-3	-7	1	3	8
COC(=O)Cc1csc(Nc2ccc(F)c(Cl)c2)n1
→ 5	-3	7	1.6	6	-13	1	-2	31
Cc1ccc(C(C)NC(=O)Cc2cccs2)cc1C (stereo not drawn)
→ -1	-3	-3	2.0	7	0	0	2	-5
Cc1nn(-c2ccc(F)cc2)c(Cl)c1/C=C(\CCC(=O)O)c1nc2ccccc2s1
→ 2	3	1	-0.2	-1	10	2	8	-2
Cn1c(CCC(=O)OCC(=O)NCc2ccc3c(c2)OCO3)nc(=O)c2ccccc21
→ 3	-2	3	-2.0	-9	8	0	-2	-10
CCc1cc(=O)oc2cc(C)cc(OC(=O)c3ccco3)c12
→ 2	-2	12	2.3	-3	4	0	0	15
CC(=O)c1ccc(NC(=O)c2ccc3c(Cl)c4c(nc3c2)CCCC4)cc1
→ -2	6	0	0.6	-4	-9	0	4	8
O=C(O)C1C2CCC(C2)C1C(=O)Nc1cc(F)ccc1F (stereo not drawn)
→ -2	0	-2	3.5	4	7	15	-7	2
CCOc1ccccc1NC(=O)CCCNC(=O)c1ccc(Cl)cc1
→ -3	-2	5	0.2	8	1	3	-4	0
O=c1[nH]ncc(NCCc2ccccc2)c1Cl
→ 1	2	6	2.5	7	3	1	1	0
COc1ccc(OC)c(NC(=O)CCn2ccnc2)c1
→ -2	-2	-4	0.7	6	-3	2	7	4
CCCN(CCC)S(=O)(=O)c1ccc(C(=O)NNC(=O)c2cc(OC)c(OC)c(OC)c2)cc1
→ -4	-1	-5	0.7	8	18	0	-2	-7
COC(=O)c1[nH]c2cccc(Cl)c2c1NC(=O)CN1CCCCC1C (stereo not drawn)
→ 0	2	7	-0.3	9	-5	2	-4	12

3 entries already listed, sorted by their value in PP5 primary, falling:
molecule,PP5 primary,procasp3 activ,GASC-1 inh,GRK2 inh,HCV core dimer,VLA-4 inh
O=C(O)C1C2CCC(C2)C1C(=O)Nc1cc(F)ccc1F (stereo not drawn),3.5,4,7,15,-7,2
COc1ccc(OC)c(NC(=O)CCn2ccnc2)c1,0.7,6,-3,2,7,4
C=CCNC(=O)CCCOc1cc(C)ccc1C,-1.4,-3,-7,1,3,8

Additional structures
Under each structure – PP1 counter	Fh CTSL1 inh	procasp7 counter	PP5 primary	procasp3 activ	GASC-1 inh	GRK2 inh	HCV core dimer	VLA-4 inh
COc1ccc(NC(=O)CSc2nnnn2-c2ccccc2OC)c(OC)c1
→ -6	-3	4	1.8	4	-14	1	12	3
COCCNC(=O)C(OC(=O)c1nsc(Cl)c1Cl)C(C)C (stereo not drawn)
→ -2	-7	2	0.9	-13	8	2	-5	11
CCOC(=O)c1c(NC(=O)CSc2nnc(-c3ccc(Cl)cc3)o2)sc2c1CCC2
→ 2	1	5	-1.9	-6	0	2	4	8
Cc1ccc(CN(C)C(=O)CN2C(=O)NC3(CCCc4ccccc43)C2=O)c(C)c1 (stereo not drawn)
→ 4	.	3	-0.1	9	3	0	.	11
CCOc1ccc(-c2ccc3nnc(SCC(=O)NCC4CCCO4)n3n2)cc1 (stereo not drawn)
→ -4	3	0	-1.3	-2	6	0	3	15
CN(c1ccccc1)S(=O)(=O)c1cccc(NC(=O)Nc2ccc(Cl)cc2C#N)c1
→ 1	0	-3	-0.8	-9	2	1	4	3
Cc1ccc2c(CN3CCCCC3C)cc(=O)oc2c1 (stereo not drawn)
→ -2	-3	13	1.0	-4	10	0	2	-4
CC(=O)c1ccc(NS(=O)(=O)c2ccc3ccccc3c2)cc1
→ -7	3	9	1.6	4	8	1	-9	12
NC(=O)CCCn1c(C(=O)c2cc(Cl)c(N)c(Cl)c2)c2ccc(C(F)(F)F)cc2[n+]1[O-]
→ 0	5	-9	5.2	6	-3	0	-1	-2
CCN1CCCC1CNC(=O)c1cc2cc(OC)c(OC)cc2[nH]1 (stereo not drawn)
→ -2	-1	1	0.3	-1	-19	0	1	14
CSCC[C@H](NC(=O)c1ccc2ccccc2c1)C(=O)N1CCC2(CC1)NCCc1[nH]cnc12
→ -5	-2	4	-1.1	8	-4	0	2	4
CC1(c2nnc(-c3ccccc3)o2)CC(c2cccc(Cl)c2)=NO1 (stereo not drawn)
→ -2	3	-2	4.4	3	8	0	-2	30
N#C/C(=C\c1ccc2c(c1)OCO2)C(=O)NCc1ccco1
→ -1	-2	-3	-2.0	10	0	4	4	14
Cc1cc(C(F)(F)F)nn1CC(=O)NCc1cccs1
→ -2	0	3	0.0	3	11	0	-2	-3
COc1cc(S(=O)(=O)N2CCN(c3ccccn3)CC2)ccc1Br
→ -2	0	-2	-0.5	1	-3	2	6	-4
COC(=O)c1ccccc1S(=O)(=O)N1CCn2cccc2C1C (stereo not drawn)
→ -1	1	0	0.3	0	3	2	11	0
C(=C\c1ccccc1)/C=N/Nc1nc(N2CCOCC2)nc(N2CCOCC2)n1
→ 1	8	-1	1.5	-6	1	0	-5	-1
CC1CCC(=NNc2ccc(C(F)(F)F)cc2[N+](=O)[O-])CC1 (stereo not drawn)
→ -2	3	2	-0.7	3	-6	0	7	5
COc1ccc(NS(=O)(=O)c2cc(NC(=O)COc3ccc(OC)cc3)ccc2N2CCOCC2)cc1
→ .	.	1	.	14	1	2	.	4
O=C(CN(Cc1ccco1)C(=O)CCC(=O)Nc1nccs1)NCc1ccccc1
→ -4	2	10	1.6	1	-16	0	1	5
Nc1nc2n(n1)C(c1cccc(Br)c1)CC(c1ccc(F)cc1)N2 (stereo not drawn)
→ -2	-3	3	-1.1	4	-6	3	-4	11
Cc1ccc(NC(=S)N2CCN(C(=O)C3CCCO3)CC2)cc1 (stereo not drawn)
→ -1	-2	3	-2.6	-4	-2	0	1	20
O=C(C[C@H]1C/C=C\C[C@H](Cc2ccc(F)cc2)C(=O)O[C@@H](c2ccccc2)CNC1=O)N[C@H](CO)Cc1ccccc1
→ .	.	8	.	3	11	0	.	1
Cc1cccc(CCNC(=O)c2cc(S(=O)(=O)N3CCOCC3)cn2C)c1
→ -3	-2	2	-0.4	8	7	1	-3	11
Cc1ccccc1Nc1c(-c2cccnc2)nc2ccccn12
→ -9	0	4	1.4	0	-5	0	-4	-3
Cc1cc(C)c(OCCCNCc2ccccc2)c(Br)c1
→ -2	-3	4	1.6	4	-10	0	0	5
NC(=S)N/N=C/c1ccccc1O
→ -5	8	14	-0.3	11	0	1	-4	8
O=C(c1ccc(Cn2cc(Br)cn2)cc1)N1CCN(c2ccccc2)CC1
→ 0	0	-3	-1.1	-7	20	19	12	-6
Cc1ccc(N2CC(C(=O)Nc3ccncc3)CC2=O)cc1 (stereo not drawn)
→ -3	1	-4	-1.0	-4	-3	3	4	2
CCc1ccc2oc(C(=O)NCCc3ccc(S(N)(=O)=O)cc3)cc(=O)c2c1
→ 1	-4	-15	0.7	-1	5	0	-3	10
COc1cc([N+](=O)[O-])ccc1NC(=S)N1CCN(c2ccccn2)CC1
→ -3	9	-13	0.9	-13	4	2	6	2
COc1cc(CNc2ccc(N3CCCC3)cc2)cc(Cl)c1OC
→ 11	-1	-18	5.8	-5	10	0	-4	19
O=c1c(-c2nc3ccccc3s2)cccn1Cc1ccc(Cl)c(Cl)c1
→ 3	2	-7	2.4	-10	7	2	-1	9
Cc1ccc(-c2nnn3c2nc(NCCc2ccc(S(N)(=O)=O)cc2)c2ccccc23)cc1
→ 4	-1	-2	0.0	4	-1	0	5	10
COC(=O)C(Cc1ccc(O)cc1)NC(=O)c1ccccc1OC (stereo not drawn)
→ 1	-8	-2	-0.9	3	-11	2	0	-7
Cc1ccc2cccc(OCc3cccc([N+](=O)[O-])c3)c2n1
→ 9	1	3	2.7	2	-10	0	2	i
Cc1ccccc1-n1nc(-c2cccnc2)cc1C(=O)N/N=C/c1ccncc1
→ -2	2	-3	-0.6	7	-10	2	0	-3
CC1CCN(S(=O)(=O)c2cccc(C(=O)N3CCN(c4ccc(F)cc4)CC3)c2)CC1
→ 1	0	3	0.1	8	1	0	2	1
COc1ccc(CCn2c(N)c(C(=O)NCc3ccco3)c3nc4ccccc4nc32)cc1OC
→ 1	-1	-9	5.1	14	15	3	13	-9
CCC(C(=O)NCc1ccccc1OC)n1nc(C)n2c(cc3occc32)c1=O (stereo not drawn)
→ -1	0	-3	0.5	3	-15	0	3	-24
O=S(=O)(c1cccs1)N1CCN(CC(O)COc2cccc(Br)c2)CC1 (stereo not drawn)
→ 2	-1	-2	-1.5	0	6	0	1	16
O=C(CCN1CCN(c2ccccc2)CC1)NNC(=O)c1cccc2ccccc12
→ -4	-1	-3	0.2	-6	2	0	-10	-17
CSc1nc2ccc(NS(=O)(=O)c3ccc([N+](=O)[O-])cc3)cc2s1
→ -2	-2	7	1.3	-11	-3	1	-4	-3
CCOC(=O)c1c(-c2cccs2)csc1NC(=O)CN1CC(C)OC(C)C1 (stereo not drawn)
→ 0	-1	2	4.7	6	-20	2	1	-2
CCOc1ccc(NC(=O)CCc2nnc3ccc(N4CCN(C)CC4)nn23)cc1
→ -1	1	12	0.5	0	-4	3	-3	3
COc1ccc(CNC(=O)CSc2nn3c(=O)c(C(C)(C)C)nnc3s2)cc1OC
→ 0	-1	4	-0.5	6	-6	3	2	7
CC(C)[N+](C)(C)CC#CC(O)(c1ccccc1)c1ccccc1
→ -4	-6	0	2.7	-1	3	2	-4	21
CN1CCN(P(=O)(c2ccccc2)c2nc3ccccc3s2)CC1 (stereo not drawn)
→ -2	2	5	-0.4	4	2	0	-8	1
Cc1cc(OCCOc2cccc3cccnc23)c(C)cc1Cl
→ 3	3	3	-0.3	-3	-5	0	5	9
O=C(NC1CCCCCCC1)c1ccc2c(c1)OCO2
→ -1	-2	4	0.3	2	-14	0	-2	1
Cc1nn(-c2ccccc2)c(C)c1NC(=O)COc1ccc(Cl)cc1Cl
→ -3	5	16	1.7	5	9	0	-8	23
Cc1ccc(NC(=O)Nc2ncnc3nc[nH]c23)cc1
→ -1	-1	-9	1.1	-3	44	1	-3	21
COc1ccc(C2SCCN2S(=O)(=O)c2ccc(F)cc2)cc1OC (stereo not drawn)
→ 0	0	3	-1.3	-1	6	0	-2	5
Cc1cccc(C)c1N1CCN(c2ccc3nnc(C(F)(F)F)n3n2)CC1
→ 5	5	-3	8.7	-2	-4	2	10	-7

Source: PubChem
